# mIDH1 inhibitor: qHTS for Inhibitors of mutant isocitrate dehydrogenase 1 (IDH1): qHTS; Isocitrate dehydrogenase [NADP] cytoplasmic (Homo sapiens), O75874; IDH1-R132H enzyme, NADPH consumption, diaphorase/resazurin fluorescence; Potency, µM (series often up to 76.6 µM), inactives show at the highest dose activity change, negative = inhibition, hits mostly inhibitors; actives 0.093% (n = 390,000); also: potency is read from the fitted curve at half-maximal effect; % is scaled to controls: 0 for no effect and ±100 for the full control effect; nearly all actives have a fitted effect of over 65% in size
#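 IDH1-R132H (0.5 ug/mL) preincubated 30 min with compound, then NADPH (0.016 mM) and alpha-KG (2 mM) added; 80 min at RT, pH 7.5. Remaining NADPH coupled via diaphorase/resazurin to fluorescence (540/590 nm); concentration-response curves normalized to no-enzyme control.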
# LDHA inh: qHTS assay for inhibitors of human lactate dehydrogenase | L-lactate dehydrogenase A chain (Homo sapiens), P00338 | AID 1347041, 2019 | activity change, % (values are at about 110 or 230 µM) | actives 0.15% (n = 480,000) | purified LDHA, NADH/diaphorase-resazurin fluorescence; hits give low values; in the data active = activity change below about -30%; inconclusive = mostly about -25% to -30%;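 also: plate controls were DMSO wells for no effect and wells without enzyme for full effect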
#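 Enzyme activity of human lactate dehydrogenase 5 (2 nM; 0.06 mM NADH, 0.2 mM pyruvate, 5 min, RT) is measured via a resazurin/diaphorase fluorescence readout of residual NADH.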
# USP1-UAF1 inh: Inhibitors of USP1/UAF1: Primary Screen; Potency, µM (series often up to 57.1 µM), inactives show top-dose activity change, negative = inhibition, actives largely listed as inhibitors; actives 0.23% (n = 390,000); recombinant USP1/UAF1, Ub-Rhodamine cleavage fluorescence; also: potency is read from the fitted curve at half-maximal effect; % is scaled to controls: 0 for no effect and ±100 for the full control effect; nearly all actives have a fitted effect of over 60% in size; inactives centre near -12
#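 High-throughput fluorogenic screen: 1nM USP1/UAF1 complex, Ub-Rho substrate 150nM final, 50mM HEPES pH 7.8 with 0.5mM EDTA, 0.1 mg/ml BSA, 1mM TCEP and 0.01% Tween-20.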
# Vif-APOBEC3G blk: qHTS for Inhibitors of Vif-A3G Interactions: qHTS; DNA dC->dU-editing enzyme APOBEC-3G (Homo sapiens), Q9HC16; HeLa A3G-eYFP + Vif (tagged APOBEC3G with the HIV-1 protein that degrades it), YFP fluorescence, overnight; Potency, µM (series often up to 46.1 µM), inactives show at the top dose activity, negative = active, hits mostly inhibitors; actives 0.076% (n = 410,000); AID 602310, 2012;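 also: potency is read from the fitted curve at half-maximal effect; % is scaled to controls: 0 for no effect and ±100 for the full control effect; nearly all actives have a fitted effect of over 60% in size; hits raise eYFP signal because A3G escapes Vif-driven loss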
# Target sequence (Q9HC16 whole entry, looked up): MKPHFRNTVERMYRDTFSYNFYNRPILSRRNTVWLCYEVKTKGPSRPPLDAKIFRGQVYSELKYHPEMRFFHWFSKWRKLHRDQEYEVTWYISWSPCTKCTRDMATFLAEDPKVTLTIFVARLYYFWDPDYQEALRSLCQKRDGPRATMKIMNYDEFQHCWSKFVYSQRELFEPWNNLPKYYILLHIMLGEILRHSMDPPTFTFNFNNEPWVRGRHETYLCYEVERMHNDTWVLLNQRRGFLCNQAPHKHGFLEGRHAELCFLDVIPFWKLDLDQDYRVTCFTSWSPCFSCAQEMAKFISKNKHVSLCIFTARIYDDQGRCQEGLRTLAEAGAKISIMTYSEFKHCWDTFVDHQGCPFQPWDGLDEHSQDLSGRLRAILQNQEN
#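 Read-out is eYFP fluorescence (Ex 488/Em 500-530) from Vif-expressing HeLa A3G-eYFP cells; more signal means A3G escaped Vif-mediated degradation. Cells plated overnight, compound pinned in, incubated overnight at 37 deg C.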
# PI4K2A block: qHTS for small molecular inhibitors of PI4K2A. Phosphatidylinositol 4-kinase type 2-alpha (Homo sapiens), Q9BTU6. purified PI4K2A, ADP-Glo luminescence, 1 h; hits give low values. activity change, negative = inhibition, % at 76.9 µM. actives 0.13% (n = 420,000); in the data active = activity change below about -50%; inconclusive = mostly about -30% to -49%;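 also: -100% = wells without enzyme as full effect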
# Target sequence (Q9BTU6 whole entry, looked up): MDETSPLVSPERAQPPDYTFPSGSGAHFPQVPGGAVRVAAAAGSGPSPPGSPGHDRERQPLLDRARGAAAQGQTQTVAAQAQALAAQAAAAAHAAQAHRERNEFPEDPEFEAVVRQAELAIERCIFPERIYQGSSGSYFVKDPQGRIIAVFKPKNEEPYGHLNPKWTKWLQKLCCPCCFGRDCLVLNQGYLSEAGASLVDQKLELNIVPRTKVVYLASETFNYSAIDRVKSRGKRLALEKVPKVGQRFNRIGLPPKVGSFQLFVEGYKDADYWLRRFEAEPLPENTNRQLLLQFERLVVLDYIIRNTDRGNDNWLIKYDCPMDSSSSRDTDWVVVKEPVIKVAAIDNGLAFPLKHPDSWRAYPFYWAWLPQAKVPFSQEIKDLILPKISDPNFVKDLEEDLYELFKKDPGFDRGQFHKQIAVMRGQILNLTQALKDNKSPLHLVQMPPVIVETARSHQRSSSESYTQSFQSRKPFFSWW
#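 In this quantitative HTS, ADP production by PI4K2A was quantified luminescently after 1 h at ambient temperature; 100 microM adenosine served as plate-quality control.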
# GRP78 ERSR act: qHTS for Inducers of the Endoplasmic Reticulum Stress Response (ERSR) in Human Glioma: qHTS. AID 602332, 2012. U87-MG GRP78 promoter luciferase reporter, 16 h. Potency, µM, inactives show top-dose activation, most hits filed as activators. actives 0.02% (n = 420,000); also: potency is read from the fitted curve at half-maximal effect; series mostly up to about 76 µM; % of control where 0% means no effect; nearly all actives have a fitted effect of over 35% in size
#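 Stably transfected U87-MG glioma cells carrying a GRP78-based luciferase sensor; 16 h compound incubation. Luminescence end-point read 10 min after Bright-Glo addition at room temperature.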
# Vif-APOBEC3F blk: qHTS for Inhibitors of Vif-A3F Interactions: qHTS. actives 0.2% (n = 390,000). AID 602313, 2012. HeLa A3F-eYFP + Vif (tagged APOBEC3F with the HIV-1 protein that degrades it), YFP fluorescence increase. Potency, µM (doses to about 46.1 µM), for inactives: at the top dose activity, negative = active; also: potency is read from the fitted curve at half-maximal effect; % of control where 0% means no effect; nearly all actives have a fitted effect of over 65% in size
#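 HeLa cells stably expressing Vif plus C-terminally eYFP-tagged A3F were seeded, incubated overnight at 37 deg C, dosed with compound, incubated overnight again at 37 deg C. Yellow fluorescence (Ex 488/Em 500-530) reported blocked Vif-mediated A3F-eYFP degradation.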
# RXFP1 ag: qHTS Assay for Agonists of the Relaxin Receptor RXFP1. Potency, µM (doses to about 57.5 µM), for inactives: top-dose activation, usual class: activators. HEK293T-RXFP1 cAMP TR-FRET, 30 min; response scale: percent of porcine relaxin response, buffer zero. Relaxin receptor 1 (Homo sapiens), Q9HBX9. actives 0.3% (n = 370,000). AID 2676, 2010; also: potency is read from the fitted curve at half-maximal effect; % is scaled to controls: 0 for no effect and ±100 for the full control effect; nearly all actives have a fitted effect of over 60% in size; many of its hits are not listed in these tables
#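 HEK293 cells stably expressing RXFP1, treated 30 min at 37C with compounds plus PDE4 inhibitor Ro 20174; cAMP measured by HTRF TR-FRET. Normalized to buffer and 29 nM porcine relaxin; EC50 by Hill fit.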
# TrxR1 substrate: qHTS Assay for Substrates of Mammalian Selenoprotein Thioredoxin Reductase 1 (TrxR1): qHTS; purified TrxR1 substrate turnover, NADPH consumption readout; actives 0.01% (n = 390,000); Thioredoxin reductase 1, cytoplasmic (Rattus norvegicus), O89049; Potency, µM (titrated, usually from 114 µM), for the others: at the highest dose activity change, negative = substrate turnover; also: potency is read from the fitted curve at half-maximal effect; % is scaled to controls: 0 for no effect and ±100 for the full control effect; nearly all actives have a fitted effect of over 50% in size
#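 Rat TrxR1, dispensed at 90 nM, was prereduced with 400 uM NADPH (final) for 5 min at ~22 deg C, then incubated with compound 15 min before 400 uM selenite. A first-read NADPH fluorescence drop versus no-compound background flagged substrates.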
# * marks the source's active call; other numbers are inactive results; ? = inconclusive; nt = not tested or not shown; [ ] = dose if it differs, or a comment. Unless noted, calls follow the shape of the dose curve; as a rule, active = well fitted curve in the direction sought with a large enough effect; inconclusive = small, poorly fitted or top-dose-only effect, or another doubt; inactive = no such curve, though single readings can be large; an effect the other way counts as inactive or inconclusive. Only part of the results is shown; rates above refer to the full screens.
SMILES,mIDH1 inhibitor,LDHA inh,USP1-UAF1 inh,Vif-APOBEC3G blk,PI4K2A block,GRP78 ERSR act,Vif-APOBEC3F blk,RXFP1 ag,TrxR1 substrate
CC(C)(C)NC(=O)CCC1COc2ccccc2O1 (configuration not stated),0%,-5,-7%,-1%,-3,-4%,-1%,0.6%,6%
CCCCn1c(N)c(N(CCOC)C(=O)COC(=O)COc2cccc(C(C)=O)c2)c(=O)[nH]c1=O,-2%,-9,-18%,-10%,3,-4%,-9%,0.8%,5%
O=C(c1cc(COc2c(F)cccc2F)on1)N1CCCCCC1,5%,-9,-2%,-2%,-1,2%,-3%,-0.6%,0%
CC(=O)Nc1ccc(SCC(=O)Nc2ccccc2Oc2ccccc2)cc1,2%,2,-8%,3%,-5,-3%,-19%,2.1%,-6%
CCOC(=O)c1scc(-c2ccc(C)cc2)c1S(=O)(=O)N1CCN(c2ccccc2)CC1,0%,0,-29%,-4%,-5,0%,2%,-1.4%,11%[57.1 µM]
CC(C)(C)C(=O)Nc1ccc2nc(SCCOc3ccccc3Cl)sc2c1,11%,0,?,5%,-3,-2%,2%,1.7%,9%
CCOC(=O)N1CCN(C(=O)c2cccc(-n3c(=S)[nH]c4cc(Cl)ccc4c3=O)c2)CC1,4%,1,-16%,-1%,0,-1%,-10%,4.1%,7%[57.1 µM]
COc1ccc(C(=O)COC(=O)C2CCCN2C(=O)C23CC4CC(CC(C4)C2)C3)cc1 (configuration not stated),1%,-3,-13%,-1%,7,-1%,5%,0.0%,2%
CCc1ccccc1Nc1nc(N)nc(COC(=O)CCC(=O)c2ccc(F)cc2)n1,1%,-3,-6%,-3%,1,-4%,-16%,0.7%,0%
CCc1ccccc1N(CC(=O)N1CCN(c2ccccc2F)CC1)S(C)(=O)=O,0%,-6,-13%,4%,3,-2%,3%,-0.4%,0%[57.1 µM]
Cc1nn(C(C)C)c(C)c1[C@@H]1C[C@H]2CN(Cc3cccc(Cl)c3)C(=O)[C@]23CCCN13,5%,2,-10%,-1%,3,0%,-3%,-5.0%,4%
Cc1cc(S(=O)(=O)C(CNC(=O)COc2ccc(Cl)cc2)c2cccs2)ccc1F (configuration not stated),-20%,-2,0%,4%,-6,-1%,0%,0.0%,-9%[57.1 µM]
CCCCn1ccnc1C(=O)c1cc(S(=O)(=O)N2CCOCC2)ccc1C,-2%,4,-14%,3%,2,-4%,-1%,1.8%,6%[57.1 µM]
FC(F)(F)Oc1ccc2c(c1)NC(c1ccncc1)=NC(c1cccs1)=N2,6%,-7,?,-5%,-1,-4%,0%,2.2%,-12%
CCOc1ccc(N(CC)S(=O)(=O)c2c(C)[nH]c(=O)[nH]c2=O)cc1,2%,-11,-6%,1%,-2,-6%,-29%,1.5%,4%
O=C(COC(=O)Cc1ccc(F)cc1)NC1CCCC1,1%,-4,0%,0%,5,-3%,4%,0.1%,-9%
CC(C)(C)c1ccc(-c2n[nH]c(=S)n2CCCN2CCOCC2)cc1,4%,-13,-18%,3%,1,-1%,-1%,0.3%,2%
COc1cccc(C(=O)NCc2cn3ccccc3n2)c1,33%[activator],-8,-6%,-4%,-7,-3%,-12%,0.1%,-4%
NNC(=S)Nc1c(Br)cc(F)cc1Br,5%,-3,-7%,0%,6,-5%,6%,1.0%,-1%
COc1ccc(C(=O)c2ccccc2C(=O)c2ccccc2)cc1,10%,0,-20%,-5%,-2,-1%,10%,nt,2%[11.4 µM]
COc1ccc(OC)c(C(=O)NC(CC(N)=O)c2ccc(N3CCN(c4ccc(F)cc4)CC3)c([N+](=O)[O-])c2)c1 (configuration not stated),-9%,2,17%,-1%,-3,-3%,-2%,-0.3%,-2%
O=C1CC(SC2=NCCS2)C(=O)N1c1ccc(Cl)cc1 (configuration not stated),2%,-13,-17%,1%,3,-5%,3%,-0.1%,1%[57.1 µM]
Cn1nc(C(F)(F)F)cc1C(=O)NC1CCCCCC1,2%,-9,-21%,0%,3,-3%,0%,0.5%,4%
CN1C(=O)/C(=C/c2ccccc2Cl)Sc2ccc(C(=O)N3CCCC3)cc21,3%,-7,-6%,2%,0,-2%,3%,-0.7%,-6%
CCN(CC)S(=O)(=O)c1ccc(C)c(NC(=S)N2CCN(c3ccccn3)CC2)c1,-3%,-3,-12%,1%,2,-4%,1%,1.8%,0%

# One compound at a time, as listed above. Order of screens: mIDH1 inhibitor | LDHA inh | USP1-UAF1 inh | Vif-APOBEC3G blk | PI4K2A block | GRP78 ERSR act | Vif-APOBEC3F blk | RXFP1 ag | TrxR1 substrate
# Record of `CCCCn1c(N)c(N(CCOC)C(=O)COC(=O)COc2cccc(C(C)=O)c2)c(=O)[nH]c1=O` = -2% | -9 | -18% | -10% | 3 | -4% | -9% | 0.8% | 5%
# Record of `COc1ccc(OC)c(C(=O)NC(CC(N)=O)c2ccc(N3CCN(c4ccc(F)cc4)CC3)c([N+](=O)[O-])c2)c1` (configuration not stated) = -9% | 2 | 17% | -1% | -3 | -3% | -2% | -0.3% | -2%
# Record of `O=C(c1cc(COc2c(F)cccc2F)on1)N1CCCCCC1` = 5% | -9 | -2% | -2% | -1 | 2% | -3% | -0.6% | 0%

# Next records follow.
SMILES,mIDH1 inhibitor,LDHA inh,USP1-UAF1 inh,Vif-APOBEC3G blk,PI4K2A block,GRP78 ERSR act,Vif-APOBEC3F blk,RXFP1 ag,TrxR1 substrate
CC1CCc2c(sc3ncnc(SCC(=O)c4ccccc4)c23)C1 (configuration not stated),-1%,-3,-5%,0%,-1,-4%,1%,3.0%,1%
CNC(=O)c1ccc(-c2cc(C(F)(F)F)nn2C)s1,18%,0,-6%,-3%,3,9%,-9%,4.2%,10%
O=C(Nc1cccc(-c2nc3ccccc3[nH]2)c1)c1ccccc1F,-11%,1,-17%,8%,-7,-1%,4%,2.2%,22%
Cc1cc(C(=O)N2CCCC(Nc3ccc(F)cc3)C2)n(C)n1 (configuration not stated),1%,1,-19%,-5%,2,-5%,1%,-1.8%,0%
COc1ccc(/C=C/c2nnc(NC(=O)c3ccco3)s2)cc1,14%,-4,-19%,-4%,-2,1%,3%,3.6%,25%
CC(C)(C)c1ccc(Cn2c(=O)cnc3ccccc32)cc1,4%,6,-22%,?,5,-10%,?,5.9%,-3%
CCS(=O)(=O)Nc1ccc(-c2nnc(SCC(=O)c3ccc(NC(C)=O)c(OC)c3)o2)cc1,0%,1,-23%,2%,2,-4%,2%,2.7%,-5%
O=C(Cn1c(-c2cccs2)cc2ccccc21)N1CCN(c2ccc(F)cc2)CC1,-2%,-7,-29%,0%,1,-2%,-12%,3.5%,30%[activator]
Oc1ccc(Br)cc1-c1cc(-c2ccccc2Cl)[nH]n1,-14%,-1,-7%,-11%,-2,0%,-10%,1.3%,-6%
CNCc1ccccc1OCc1ccc(F)cc1,-1%,-8,-5%,0%,-1,-3%,-14%,-0.6%,6%
Cc1cc(C)c2c(-n3cccc3)nn(CC#N)c2n1,13%,-2,-15%,0%,4,-5%,-1%,1.5%,-3%
CC(C)CC(=O)NC1CC(=O)N(c2ccc3c(c2)OCCO3)C1 (configuration not stated),3%,-4,-15%,-2%,3,-1%,-2%,4.4%,-1%[57.1 µM]
NC(=O)CC(NC(=O)Cc1cccc2ccccc12)c1ccc(N2CCN(c3ccccc3)CC2)c([N+](=O)[O-])c1 (configuration not stated),-9%,-5,-31%,-5%,-4,-4%,-11%,4.2%,1%
O=C(C1CC(=O)N(C2CCCC2)C1)N1CCN(c2ccc(F)cc2)CC1 (configuration not stated),-8%,-1,-10%,1%,-5,2%,2%,nt,1%
COC(=O)c1cc(S(=O)(=O)N2c3ccccc3CC2C)cn1C (configuration not stated),9%,-1,-28%,3%,4,-2%,-7%,-0.5%,3%
CC(C)=CCN1CCN(Cc2nc(-c3ccccc3)cs2)CC1CCO (configuration not stated),1%,-11,-22%,-4%,-1,3%,-25%,1.4%,3%
CC(=O)Nc1ccc(NC(=O)Nc2cccc3ccccc23)cc1,20%,-1,-7%,-1%,1,2%,1%,0.4%,8%
COc1cccc2cc(C(=O)N3CCc4ccccc43)c(=O)oc12,7%,-9,5%,-1%,0,-3%,4%,0.0%,-10%
CCOC(=O)c1sc(SC)nc1N,15%,-8,-17%,3%,-1,2%,-7%,1.9%,0%
Cc1cccc(N2CCN(C(=O)c3ccc(CS(=O)Cc4cccc(Cl)c4)o3)CC2)c1C (configuration not stated),5%,-5,-26%,0%,-5,-4%,2%,1.5%,-2%
Clc1ccc(OCc2nc(-c3ccccn3)n[nH]2)cc1,-4%,5,-9%,1%,16,4%,0%,-3.3%,3%[57.1 µM]
O=C(COc1ccc(Cl)c(Cl)c1)NN1C(=O)C2C(C1=O)C1C=CC2C12CC2 (configuration not stated),0%,-1,-18%,-2%,0,-2%,0%,1.1%,4%

# Screening results as filed in PubChem BioAssay.
